# Bioassay records (PubChem BioAssay)
# USP30 block – inhibitors of human USP30 deubiquitinase. AID 1645860, 2021. 47,000 compounds, 5.3% hits. inhibition, % at 25 µM. Ubiquitin carboxyl-terminal hydrolase 30 (Homo sapiens), Q70CQ3. purified USP30, Ub-rhodamine cleavage fluorescence
# OTUD3 inh – inhibitors of human OTUD3 deubiquitinase. inhibition, % at 25 µM. AID 1645858, 2021. purified OTUD3, Ub-rhodamine fluorescence, 2 h. OTU domain-containing protein 3 (Homo sapiens), Q5T2D3. 47,000 compounds, 0.7% hits
# USP17 block – inhibitors of human USP17 deubiquitinase | Ubiquitin carboxyl-terminal hydrolase 17-like protein 5 (Homo sapiens), A8MUK1 | inhibition, % at 50 µM | 47,000 compounds, 6.5% hits | purified USP17, Ub-rhodamine cleavage fluorescence, 3 h
# USP10 block – inhibitors of human USP10 deubiquitinase; Ubiquitin carboxyl-terminal hydrolase 10 (Homo sapiens), Q14694; purified USP10, Ub-rhodamine fluorescence, 60 min; inhibition, % at 20 µM; 47,000 compounds, 1.1% hits; AID 1645856, 2021
# USP28 block – inhibitors of human USP28 deubiquitinase; Ubiquitin carboxyl-terminal hydrolase 28 (Homo sapiens), Q96RU2; purified USP28, Ub-rhodamine cleavage fluorescence, 30 min; inhibition, % at 25 µM; 47,000 compounds, 3% hits
# USP8 block – inhibitors of human USP8 deubiquitinase | purified USP8, Ub-rhodamine cleavage fluorescence, 30 min | 47,000 compounds, 4.2% hits | inhibition, % at 20 µM | Ubiquitin carboxyl-terminal hydrolase 8 (Homo sapiens), P40818 | AID 1645853, 2021
# Target sequence (P40818 whole entry, looked up): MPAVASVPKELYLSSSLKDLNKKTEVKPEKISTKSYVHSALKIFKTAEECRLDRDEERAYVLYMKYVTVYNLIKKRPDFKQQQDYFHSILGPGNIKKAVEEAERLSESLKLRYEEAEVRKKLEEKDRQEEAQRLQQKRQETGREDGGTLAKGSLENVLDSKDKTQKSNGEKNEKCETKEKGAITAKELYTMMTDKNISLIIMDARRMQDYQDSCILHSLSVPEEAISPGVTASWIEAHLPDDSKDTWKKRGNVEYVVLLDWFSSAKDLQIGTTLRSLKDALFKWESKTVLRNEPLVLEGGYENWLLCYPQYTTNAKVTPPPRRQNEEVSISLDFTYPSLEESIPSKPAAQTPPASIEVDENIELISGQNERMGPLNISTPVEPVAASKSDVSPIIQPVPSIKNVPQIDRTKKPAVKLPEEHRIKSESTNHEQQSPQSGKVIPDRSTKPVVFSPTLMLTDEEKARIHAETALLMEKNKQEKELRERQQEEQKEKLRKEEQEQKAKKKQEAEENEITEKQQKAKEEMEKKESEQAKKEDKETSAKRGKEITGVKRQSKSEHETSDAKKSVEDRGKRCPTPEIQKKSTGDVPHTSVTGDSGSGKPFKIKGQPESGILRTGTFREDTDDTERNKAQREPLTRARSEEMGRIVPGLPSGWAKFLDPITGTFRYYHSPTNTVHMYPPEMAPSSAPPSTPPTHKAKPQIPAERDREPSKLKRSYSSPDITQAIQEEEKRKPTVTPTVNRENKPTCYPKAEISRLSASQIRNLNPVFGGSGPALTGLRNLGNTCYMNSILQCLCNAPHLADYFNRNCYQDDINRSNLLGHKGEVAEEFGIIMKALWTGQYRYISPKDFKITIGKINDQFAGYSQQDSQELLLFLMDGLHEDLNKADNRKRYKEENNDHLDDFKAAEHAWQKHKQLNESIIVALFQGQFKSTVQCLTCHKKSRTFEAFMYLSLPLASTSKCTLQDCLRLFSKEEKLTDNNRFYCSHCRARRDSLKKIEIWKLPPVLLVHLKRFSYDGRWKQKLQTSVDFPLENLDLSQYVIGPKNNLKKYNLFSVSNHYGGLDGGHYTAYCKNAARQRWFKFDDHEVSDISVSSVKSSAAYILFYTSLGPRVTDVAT
# UCHL1 inh – inhibitors of human UCHL1 deubiquitinase; inhibition, % at 20 µM; Ubiquitin carboxyl-terminal hydrolase isozyme L1 (Homo sapiens), P09936; purified UCHL1, Ub-rhodamine cleavage fluorescence; 47,000 compounds, 0.2% hits
# USP7 block – inhibitors of human USP7 deubiquitinase. AID 1645854, 2021. 47,000 compounds, 0.3% hits. inhibition, % at 20 µM. purified USP7, Ub-rhodamine cleavage fluorescence. Ubiquitin carboxyl-terminal hydrolase 7 (Homo sapiens), Q93009
# * marks the source's active call; other numbers are inactive results; x = not tested or not shown. No stated cut-off is given here; in the data, active means inhibition above about 30%; inactive means the rest.
1	Cn1c(=O)c2ncnnc2n(C)c1=O
2	O=C1CSC(c2ccc3c(c2)OCO3)c2c(-c3ccccc3)nn(-c3ccccc3)c2N1 (configuration not stated)
3	CCC(C)[C@H]1C(=O)O[C@H](C(C)C)C(=O)N(C)[C@@H](C(C)CC)C(=O)O[C@H](C(C)C)C(=O)N(C)[C@@H](C(C)C)C(=O)O[C@H](C(C)C)C(=O)N1C (some centres not stated)
4	C=C(C)[C@H]1[C@H]2C(=O)O[C@@H]1C[C@]1(C)[C@@]2(O)[C@H]2O[C@H]2[C@]12CO2
5	Cc1ccc(OCC(=O)N2CCN(Cc3ccncc3)CC2)cc1C
6	NCCCNC(=O)N1CCC2(CC1)C(=O)Nc1c(Oc3ccccc3)cccc12
7	Cc1c(O)c(C(=O)O)c(O)c2c1[C@H](C)[C@@H](C)OC2
8	CN1CC[C@@H]2[C@H](C1)CN2S(=O)(=O)c1ccccc1
9	CN1CC(C(=O)c2ccc(Cl)cc2)C(c2ccco2)C1 (configuration not stated)
10	O=C(NCc1ccccc1)[C@H]1CN2CCC1C[C@@H]2Cn1cc(-c2ccc(F)cc2)nn1 (some centres not stated)
Assay by compound,1,2,3,4,5,6,7,8,9,10
OTUD3 inh,90*,15,-4,-5,17,5,-14,-11,6,-2
USP7 block,-68,11,-13,-6,6,-15,-133,-2,-10,-11
USP10 block,89*,6,1,-1,2,0,-12,0,-1,-1
USP8 block,98*,19,7,-2,12,-84,-326,-37,3,-13
UCHL1 inh,50*,11,1,-4,3,1,-141,-2,0,-6
USP17 block,95*,10,-24,-8,14,-13,-20,-7,-2,-23
USP28 block,96*,19,-14,-8,10,19,-13,-5,2,0
USP30 block,83*,30*,-5,16,24,15,-37,-11,0,-31

# Of the compounds above, 4 contain nitrogen in an aromatic ring.
1	Cn1c(=O)c2ncnnc2n(C)c1=O
2	O=C1CSC(c2ccc3c(c2)OCO3)c2c(-c3ccccc3)nn(-c3ccccc3)c2N1 (configuration not stated)
5	Cc1ccc(OCC(=O)N2CCN(Cc3ccncc3)CC2)cc1C
10	O=C(NCc1ccccc1)[C@H]1CN2CCC1C[C@@H]2Cn1cc(-c2ccc(F)cc2)nn1 (some centres not stated)
Assay by compound,1,2,5,10
OTUD3 inh,90*,15,17,-2
USP7 block,-68,11,6,-11
USP10 block,89*,6,2,-1
USP8 block,98*,19,12,-13
UCHL1 inh,50*,11,3,-6
USP17 block,95*,10,14,-23
USP28 block,96*,19,10,0
USP30 block,83*,30*,24,-31

# Later entries.
11	C/C=C/C(=O)Nc1ccc(N2CCN(C)CC2)cc1
12	CCC(C)c1cnc(CC(C)C)c(=O)n1O (configuration not stated)
13	CN1C(=O)COc2ccccc2CCCC[C@@H]2[C@H]1CCCN2CCC(N)=O
14	C=C1[C@@H](C)[C@H]2[C@H](Cc3ccccc3)NC(=O)C23[C@H](OC(C)=O)/C=C/[C@](C)(O)C[C@@H](C)C/C=C/[C@H]3[C@@H]1O (some centres not stated)
15	O=C1C2CCN(CC2)C1Cc1ccccc1F (configuration not stated)
16	COc1cc(C2SCC(=O)Nc3n[nH]c(C)c32)ccc1OCc1ccccc1F (configuration not stated)
17	O=C(C1CCC1)N1c2ccccc2[C@@H]2CNCC[C@H]21
18	COc1ccc(C(C)NC(=O)c2cn(C)c3ncccc23)cc1OC (configuration not stated)
19	c1cncc(CN2CCCC3(COCCN(CC4CC4)C3)C2)c1 (configuration not stated)
20	CC1=C[C@@H]2/C=C(\C)CC[C@H](O)[C@@H](O)/C=C/C(=O)[C@]23C(=O)N[C@@H](CC(C)C)[C@@H]3[C@@H]1C
Assay by compound,11,12,13,14,15,16,17,18,19,20
OTUD3 inh,13,7,5,3,7,-5,-1,-7,4,-16
USP7 block,5,1,0,2,0,-20,2,1,0,-9
USP10 block,0,1,0,-2,-2,7,-1,-1,-6,-3
USP8 block,-2,4,-4,-4,12,-77,-98,-4,-37,-8
UCHL1 inh,0,1,0,1,-1,1,-1,-2,1,-1
USP17 block,6,15,0,1,1,x,-43,-3,-10,-14
USP28 block,2,7,-1,4,2,0,-3,-3,5,-7
USP30 block,1,9,4,12,7,25,1,-15,0,-69

# Screen by screen, quoted from above.
# USP30 block, compounds 10–14, in order: -31, 1, 9, 4, 12

# (cont.)
21	O=C1c2c(O)c(Cl)cc3c2[C@@]2(Oc4cc(Cl)c(O)c5c4[C@]3(O2)[C@@H]2O[C@@H]2C5=O)[C@@H]2O[C@H]12
22	Oc1ccc(CC2CC3CCN2CC3)cc1 (configuration not stated)
23	C=Cc1cc(OC)c2c(c1)c(=O)oc1c2cc(OC)c2c(O)ccc(C3OC(C(C)O)C(O)C3O)c21 (configuration not stated)
24	C[C@]12CCC3C(CC[C@]4(O)C[C@@H](O)CC[C@]34C=O)[C@@]1(O)CC[C@@H]2C1=CC(=O)OC1 (some centres not stated)
25	N#Cc1ccc(NC(=O)COc2cccc3ccccc23)cc1Cl
26	CCOC(=O)[C@@H]1[C@@H](c2ccccc2)CN2CCN(S(C)(=O)=O)C[C@H]12
27	COc1ccc(CNC(=O)c2cn(C)c3ncccc23)cc1
28	CCCCNC(=O)c1cc2cccnc2n(Cc2ccccc2)c1=O
29	COC(=O)C[C@@H]1C/C=C/C(=O)O[C@H]([C@H](C)[C@@H](O)/C(C)=C/C=C/C(C)=C/c2coc(C)n2)C[C@H](O)[C@@]2(C)O[C@@H]2/C=C/[C@@H](C)[C@H](O)C1
30	CCc1ccc(-n2c(N3CCCC3)nc3ccccc3c2=O)cc1
Assay by compound,21,22,23,24,25,26,27,28,29,30
OTUD3 inh,84*,1,-6,-1,-23,3,3,10,-27,16
USP7 block,93*,0,-27,-1,-80,0,7,-28,-14,3
USP10 block,69*,1,-5,-1,-1,0,-1,-2,-3,8
USP8 block,54*,5,-117,0,-14,10,9,-7,-64,9
UCHL1 inh,92*,-2,-24,-1,-2,1,1,3,-17,2
USP17 block,76*,1,27,-7,-3,1,1,69*,-48,10
USP28 block,78*,0,-15,-5,0,5,5,28,-33,12
USP30 block,6,5,-155,-2,-31,13,6,24,-101,21

31	O=c1c2cc([N+](=O)[O-])ccc2nc(CNCC2CCCO2)n1-c1ccccc1F (configuration not stated)
32	O=C(CN1C(=O)CSc2ncccc21)N1CCC2(CC1)OCCO2
33	CC(=O)O[C@H]1C[C@]2(O)[C@@H]3CC[C@@H]4C[C@@H](O)CC[C@]4(C)C3CC[C@]2(C)[C@H]1C1=CC(=O)OC1 (some centres not stated)
34	COC1CCCC(C)OC(=O)Cc2cc(O)cc(O)c2C(=O)C1 (configuration not stated)
35	Cc1nn(C2CCOC(C)(C)C2)c2c1C(c1ccc(F)cc1)SCC(=O)N2 (configuration not stated)
36	COc1cccc2oc3c4c(cc(OC)c3c(=O)c12)OC1OC=CC41O (configuration not stated)
37	CO/C1=C\C(C)=C\C(C)C(O)C(C)C/C(C)=C/C=C/C(OC)C(C(C)C(O)C(C)C2(O)CC(OC3O[C@@H](C)[C@H](O)[C@@H](O)[C@H]3OC)C(C)C(C(C)C)O2)OC1=O (some centres not stated)
38	CCCCC[C@H](O)C1C(=O)O[C@H](C)[C@@H](O)/C=C/C=C/C=C\C=C/C=C(\C)[C@@H](O)[C@H](O)[C@H](O)C[C@H](O)C[C@@H](O)C[C@@H](O)C[C@@H](O)C[C@H]1O (some centres not stated)
39	COc1ccccc1NC(=O)N1CCC2(CC1)C(=O)Nc1c(OC)cccc12
40	CC(C)c1cc2c(c(O)c1O)C1(C(=O)O)CCCC(C)(C)C1CC2 (configuration not stated)
Assay by compound,31,32,33,34,35,36,37,38,39,40
OTUD3 inh,-6,6,-9,14,9,-1,-10,-38,12,46*
USP7 block,-56,7,1,8,7,7,-1,-54,4,16
USP10 block,0,0,2,3,1,0,-13,-12,1,15
USP8 block,-100,17,4,3,-63,-2,-35,-103,-1,1
UCHL1 inh,0,4,0,4,5,4,-5,-20,1,2
USP17 block,-26,16,-9,4,-7,11,0,-89,8,88*
USP28 block,-5,11,-8,3,13,11,-19,-62,11,53*
USP30 block,-5,15,6,-6,6,-37,-35,-235,17,81*

# Five entries from above, reformatted.
# The line under a structure holds: OTUD3 inh | USP7 block | USP10 block | USP8 block | UCHL1 inh | USP17 block | USP28 block | USP30 block
35. Cc1nn(C2CCOC(C)(C)C2)c2c1C(c1ccc(F)cc1)SCC(=O)N2 (configuration not stated)
 : 9 | 7 | 1 | -63 | 5 | -7 | 13 | 6
36. COc1cccc2oc3c4c(cc(OC)c3c(=O)c12)OC1OC=CC41O (configuration not stated)
 : -1 | 7 | 0 | -2 | 4 | 11 | 11 | -37
37. CO/C1=C\C(C)=C\C(C)C(O)C(C)C/C(C)=C/C=C/C(OC)C(C(C)C(O)C(C)C2(O)CC(OC3O[C@@H](C)[C@H](O)[C@@H](O)[C@H]3OC)C(C)C(C(C)C)O2)OC1=O (some centres not stated)
 : -10 | -1 | -13 | -35 | -5 | 0 | -19 | -35
38. CCCCC[C@H](O)C1C(=O)O[C@H](C)[C@@H](O)/C=C/C=C/C=C\C=C/C=C(\C)[C@@H](O)[C@H](O)[C@H](O)C[C@H](O)C[C@@H](O)C[C@@H](O)C[C@@H](O)C[C@H]1O (some centres not stated)
 : -38 | -54 | -12 | -103 | -20 | -89 | -62 | -235
39. COc1ccccc1NC(=O)N1CCC2(CC1)C(=O)Nc1c(OC)cccc12
 : 12 | 4 | 1 | -1 | 1 | 8 | 11 | 17

# Further compounds.
41	O=C1C2CCN(CC2)C1Cc1ccccc1C(F)(F)F (configuration not stated)
42	c1cnc(NC[C@H]2OC[C@@H]3CCN(CC4CCOC4)C[C@@H]32)nc1 (some centres not stated)
43	C=C1[C@@H](C)[C@H]2[C@H](Cc3ccccc3)NC(=O)[C@]23[C@H](OC(C)=O)[C@@H]2O[C@H]2[C@@](C)(O)C(=O)[C@@H](C)C/C=C/[C@H]3[C@@H]1O
44	N#CC(=O)c1c[nH]c2ccccc12
45	COc1ccc(-c2nc(CN3C(=O)CN=C(c4ccccc4Cl)c4cc(Cl)ccc43)c(C)o2)cc1
46	COc1ccc(C2SCC(=O)Nc3c2c(=O)[nH]n3C2CCCCCC2)cc1 (configuration not stated)
47	O=C(Cc1ccccc1F)N1C[C@@H](O)[C@H](N2CCC(F)(F)CC2)C1
48	CC[C@@H]1C[C@H]2CC[C@H](O2)[C@H](C)C(=O)O[C@@H](C)C[C@@H]2CC[C@@H](O2)[C@@H](C)C(=O)O[C@H](CC)C[C@H]2CC[C@H](O2)[C@H](C)C(=O)O[C@@H](C)C[C@@H]2CC[C@@H](O2)[C@@H](C)C(=O)O1
49	Cn1cc(CN2C[C@H](Oc3cccnc3)[C@H]3OCCC[C@H]32)cn1
50	Cn1cc(CN2CCO[C@@H]3CC(COc4ccccn4)C[C@H]32)cn1 (some centres not stated)
Assay by compound,41,42,43,44,45,46,47,48,49,50
OTUD3 inh,3,0,2,-7,-26,-5,-6,-6,-1,-5
USP7 block,2,4,6,-1,-11,-2,-4,3,2,6
USP10 block,-2,0,5,0,-3,6,-6,5,0,1
USP8 block,7,-73,5,-8,-8,25,1,6,-93,3
UCHL1 inh,-2,-1,7,-7,3,0,-2,1,2,2
USP17 block,0,-5,19,-34,-13,50*,-12,4,-17,-16
USP28 block,-5,-2,11,-12,0,-3,-22,-1,-3,x
USP30 block,0,0,0,0,-31,10,-7,3,1,x

51	Cn1cncc1CN1CCC2(CC1)C(=O)N(c1cccnc1)c1ccccc12
52	c1ccc(COc2cnc(N3CCNCC3)nc2)cc1
53	CC1N=C(c2ccccc2)c2ccccc2N(CC(=O)N2CCCC2)C1=O (configuration not stated)
54	O=C(NC1CC1)[C@@H]1C[C@@H]2CCN(Cc3ccncc3)C[C@H]2O1
55	COc1ccc2c(c1)OC1(CCCNC1)CNC2=O (configuration not stated)
56	Cc1noc(C)c1CN1CCO[C@H]2C(Cn3cccn3)CC[C@@H]21 (some centres not stated)
57	C1CC(c2nc(C3CC3)n[nH]2)CCN1
58	CCN1C[C@H]2C[C@H](C(=O)NCc3cccnc3)[C@@H](C1)O2
Assay by compound,51,52,53,54,55,56,57,58
OTUD3 inh,0,12,-5,-2,-7,-4,-3,-7
USP7 block,-3,-1,-1,2,-1,0,2,0
USP10 block,-1,2,2,-2,3,0,2,-2
USP8 block,-127,-50,-4,-72,8,-64,-1,-23
UCHL1 inh,-2,0,-4,-3,1,1,0,-3
USP17 block,-22,2,-6,-13,0,-15,0,-10
USP28 block,-14,4,-12,-2,-6,-2,-11,0
USP30 block,-1,25,-1,1,5,-3,0,-11

# A portion of the library, so the mix of outcomes need not match the whole.
